# Source: PubChem
# EP2 mod = EP2 receptor (human) modulation; EP2-expressing cells, cAMP HTRF FRET, PGE2 co-stimulation; induction, % at 25 µM; 0.83% of 260,000 active; AID 940;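 active = compounds whose cAMP rise, as percent of the full-agonist control response, exceeds 60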;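 also: rat C6 glioma line stably carrying human EP2 under a CMV promoter; the protocol text gives 20 µM as final concentration; 100% = response of wells given 1 µM PGE2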
# S1P4 agonist = agonists of human S1P4 receptor; 0.35% of 220,000 active; S1P4-expressing cell line, agonist reporter assay; activation, % at 4.98 µM; in the data active = activation above about 11%;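 also: 0% = DMSO vehicle and 100% = reference agonist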
# p97 ATPase inh = blocks human p97 ATPase activity | 0.42% of 220,000 active | P55072 | AID 1481 | recombinant p97 ATPase, Kinase-Glo ATP luminescence, 3 h | inhibition, % at 8 µM; in the data active = inhibition above about 15%;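 also: 0% = DMSO vehicle and 100% = wells lacking enzyme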
# Target sequence (P55072 whole entry, looked up): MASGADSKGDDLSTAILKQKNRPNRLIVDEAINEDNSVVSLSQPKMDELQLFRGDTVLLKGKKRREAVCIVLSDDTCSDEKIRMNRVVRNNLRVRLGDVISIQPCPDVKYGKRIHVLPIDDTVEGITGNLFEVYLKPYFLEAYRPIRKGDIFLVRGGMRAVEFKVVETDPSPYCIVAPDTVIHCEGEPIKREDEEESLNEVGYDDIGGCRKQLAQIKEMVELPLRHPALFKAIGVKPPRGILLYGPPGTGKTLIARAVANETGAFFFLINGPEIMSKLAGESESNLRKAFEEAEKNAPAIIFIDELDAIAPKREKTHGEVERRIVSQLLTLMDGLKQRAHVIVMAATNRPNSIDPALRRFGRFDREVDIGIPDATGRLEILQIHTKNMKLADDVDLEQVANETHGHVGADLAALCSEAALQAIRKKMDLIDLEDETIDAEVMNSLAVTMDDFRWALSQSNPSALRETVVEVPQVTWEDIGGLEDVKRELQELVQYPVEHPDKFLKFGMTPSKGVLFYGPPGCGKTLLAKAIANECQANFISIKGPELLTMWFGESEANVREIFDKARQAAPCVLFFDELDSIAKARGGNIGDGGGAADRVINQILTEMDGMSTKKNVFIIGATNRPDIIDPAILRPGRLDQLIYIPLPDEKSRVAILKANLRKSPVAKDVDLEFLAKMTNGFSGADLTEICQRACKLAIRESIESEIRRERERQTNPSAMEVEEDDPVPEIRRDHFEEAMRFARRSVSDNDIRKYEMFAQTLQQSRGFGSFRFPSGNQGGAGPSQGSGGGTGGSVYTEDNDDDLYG
# S1P4 antagonist = human S1P4 receptor antagonism; O95977; inhibition, % at 4.98 µM; S1P4-expressing cells, antagonist mode, reporter read-out; 0.26% of 220,000 active; in the data active = inhibition above about 29%;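 also: 0% = wells stimulated with agonist and 100% = vehicle wells without agonist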
# eIF4E 4G PPI = inhibitors of eIF4E and eIF4G interaction in translation initiation; inhibition, % at 21.7 µM; AID 782; TR-FRET eIF4E-eIF4GI(517-606) binding, 2 h; 0.37% of 220,000 active;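 active = inhibition above about 30%, limit read from the data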;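 also: 0% = full FRET control wells and 100% = background wells lacking eIF4GI fragment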
# NPY-Y2 PAM-ag = potentiators or agonists of human neuropeptide Y receptor Y2 | P49146 | AID 1359 | cells expressing NPY-Y2, potentiator/agonist read-out | 0.45% of 220,000 active | activation, % at 3.6 µM; in the data active = activation above about 27%;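 also: cells stimulated with NPY near EC25 plus isoproterenol at EC100; 0% = vehicle plus submaximal agonist and 100% = vehicle plus saturating agonist; some results beyond the cut were filed as inactive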
# NPY1 pot ag = potentiators or agonists of human neuropeptide Y receptor Y1. AID 1304. 0.37% of 220,000 active. NPY-Y1 expressing cells, potentiator/agonist activation. activation, % at 3.6 µM. P25929; in the data active = activation above about 33%, passing the limit was not always enough;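 also: cells stimulated with NPY at EC10 then isoproterenol at EC100; 0% = low agonist plus stimulus and 100% = saturating agonist plus stimulus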
# NPY-Y1 antag = antagonists of human neuropeptide Y receptor Y1; P25929; HEK293-CNG Y1 cells, membrane potential fluorescence; NPY at EC95, then isoproterenol; inhibition, % at 3.6 µM; 1% of 200,000 active; AID 1040;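 active = inhibition above the campaign mean inhibition of all tested compounds plus 3 SD, cut at about 20% in these data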;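 also: 0% = DMSO wells given NPY plus isoproterenol and 100% = isoproterenol alone without NPY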
#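 Test system – HEK293 Y1/CNG channel cell line · Also added – NPY agonist 25 nM, then isoproterenol 1 µM plus Ro 20-1724 25 µM · Compound dosing – one concentration, 3.6 µM, in 0.4% DMSO · Schedule – compound incubation 1 h at room temperature, readout 45 min post-stimulation · Technique – fluorescence, membrane potential probe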
# PGE2 EP2 inh = blocks the human prostaglandin E2 receptor EP2; C6 glioma cells expressing human EP2, cAMP TR-FRET; cells stimulated with saturating PGE2; inhibition, % at 25 µM; 0.52% of 260,000 active;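 active = percent inhibition above 40 after rounding to a whole number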;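 also: rat C6 glioma host cells with rolipram phosphodiesterase inhibitor present; the protocol text gives 20 µM as final concentration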
# * marks the source's active call; other numbers are inactive results; nt = no result given; & = joins results of further samples; [ ] = another dose, or the depositor's remark.
nr	mol	EP2 mod	S1P4 agonist	p97 ATPase inh	S1P4 antagonist	eIF4E 4G PPI	NPY-Y2 PAM-ag	NPY1 pot ag	NPY-Y1 antag	PGE2 EP2 inh
1	COc1ccc(Cl)cc1C(=O)NNC(=S)NC1CCCC1	-18.1	-1.0	-4.7	0.4	1.8	-16.4	-7.4	-1.1	16.5
2	O=C(N/N=C/c1c(O)n(-c2ccccc2Cl)c(=O)c2ccccc12)c1cccnc1	26.4	1.1	11.6	-7.9	0.9	19.5	17.0	-1.7	6.7
3	CC(C)c1ccc(NC(=S)NN2CCOCC2)cc1	-3.4	0.1	4.0	-11.0	-1.4[fluorescence artefact?]	88.6*	88.3*	0.9	7.5
4	Cc1ccnc2nc(C(=O)OCCOc3ccc(Cl)cc3)nn12	11.4	-0.1	2.5	-10.6	-3.8	-11.3	12.0	7.9	2.8
5	Cc1cc(C)n(C(=O)Cn2nc([N+](=O)[O-])cc2C)n1	39.1	0.1	5.8	-7.3	0.0	1.6	15.4	0.5	6.1
6	CCCC1CCC(=NNC(=O)OC(C)(C)C)CC1 (configuration not stated)	0.8	-0.2	6.8	1.4	-6.0	-0.6	6.4	-1.6	5.0
7	CCN(CC)S(=O)(=O)c1ccc(S(=O)(=O)N2CCN(C(=O)c3ccco3)CC2)cc1	17.0	-2.4	1.2	-14.4	3.0	0.7	-3.9	10.5	6.7
8	Clc1ccc(-n2nnc(-c3cccnc3Cl)n2)cn1	-25.4	1.3	5.4	3.6	-2.4	0.1	-0.6	1.3	6.7
9	Cc1ccccc1CSc1nnc(NC(=O)C2COc3ccccc3O2)s1 (configuration not stated)	3.0	1.0	-4.7	-9.9	0.1	-1.7	-23.2	6.9	8.1
10	Cc1cccc(NC(=O)CCS(=O)(=O)c2cccc3nsnc23)c1C	-20.5	-0.3	-0.3	-15.6	9.9	-2.1	13.3	2.6	5.7
11	CCC12CC3CC(C1)CC(C(=O)NNC(N)=O)(C3)C2	-5.8	0.2	9.3	-5.6	-0.1	12.1	-1.0	nt	13.0
12	CC(=O)Nc1cc2c(cc1NC(=O)c1cnccn1)OCCO2	14.1	-1.8	2.5	-10.6	-1.7[fluorescence artefact?]	-4.1	-8.1	-2.2	14.4
13	CCc1nnc(NC(=O)CSc2nccn2-c2ccccc2)s1	22.9	4.4	0.3	-21.3	-1.5	7.6	-13.2	-6.3	2.1
14	Cc1ccc(C2Oc3ccccc3C3=C2C(c2cccs2)n2ncnc2N3)cc1 (configuration not stated)	9.0	0.4	6.2	10.0	0.2	11.1	-6.0	6.0	5.0
15	CN(C)c1cccc2c(S(=O)(=O)Nc3ccccn3)cccc12	-9.5	-2.5	0.7	-18.8	0.9	3.3	-23.4	4.8	10.6
16	O=[N+]([O-])c1cccc(C(=S)N2CCN(c3ccccc3F)CC2)c1	-47.6	0.8	1.7	-11.7	3.8	6.9	-0.3	4.2	8.3
17	CCc1ccc2c(c1)C(O)(CC(=O)c1cccs1)C(=O)N2 (configuration not stated)	29.2	-1.2	-1.7	1.8	-0.5	7.9	14.6	2.3	5.2
18	O=C(OCn1nnc2ccccc2c1=O)c1cc(-c2ccccc2Cl)nc2ccccc12	24.3	2.9	-0.2	-10.2	-0.5	7.0	-14.9	1.6	9.1
19	Cc1cc(C)nc(NC(=O)c2ccc([N+](=O)[O-])o2)n1	7.5	-2.8	-1.0	-3.7	6.7[fluorescence artefact?]	7.1	-7.9	10.0	5.3
20	Cc1ccc(S(=O)(=O)NCC(=O)NC2CCCC2)cc1	-3.9	0.6	3.9	7.9	-2.4[fluorescence artefact?]	2.5	-4.5	0.6	3.9
21	COc1ccc(NS(=O)(=O)c2ccc(NC(=O)c3ccc(N(C)S(C)(=O)=O)cc3)cc2)cc1	-5.7	2.6	13.4	-1.3	-3.6	3.7	-37.1	5.1	6.7
22	O=c1c(-c2ccccc2)coc2c(CN3CCOCC3)c(O)ccc12	-0.2	0.5	1.7	-11.1	4.2	7.0	3.8	-2.8	9.9
23	COc1cc(NC(=S)NCCCN2CCOCC2)cc(OC)c1OC	-15.8	0.8	-3.4	-14.6	-2.6	3.9	7.6	0.5	8.3
24	COc1ccc(C2C(C(C)=O)=C(O)C(=O)N2c2cccnc2)c(OC)c1 (configuration not stated)	32.4	-3.5	5.4	-8.6	6.8	-12.9	-8.2	5.8	14.5
25	Cc1cccc(C)c1NC(=O)Cn1c(CN2CCCCC2)nc2ccccc2c1=O	0.6&20.5	0.8	-4.9	-17.1	0.2	-3.5	-35.8	6.3	7.4&13.1
26	CCNS(=O)(=O)c1cccc(C(=O)c2c(C)cc3ccccn23)c1	-42.6	1.1	3.2	-3.7	1.5	2.3	-14.3	2.4	15.2
27	COc1ccccc1N(CN1CCCC1=O)C(=O)COc1ccccc1	8.9	-1.5	2.3	-6.6	0.2[fluorescence artefact?]	24.2	2.0	5.2	4.1
28	O=C(CCn1cnc2ccccc2c1=O)Nc1nc2c(s1)CCCC2	35.8	-1.2	-1.0	2.2	2.2	-9.9	-8.1	0.2	8.1
29	CC(OC(=O)c1nn(C(C)C)c(=O)c2ccccc12)C(=O)Nc1ncc(Cl)cc1Cl (configuration not stated)	-0.6	0.2	-2.5	-3.0	3.0	4.4	3.5	4.0	12.8
30	C[C@H](NC(=O)c1nc[nH]c1C(=O)N[C@@H](Cc1ccccc1)C(=O)OCc1ccccc1)c1ccccc1	13.1	6.4	-0.8	-3.0	2.4	15.0	-3.9	2.8	2.5

# 2 compounds picked at random from the list so far:
nr	mol	EP2 mod	S1P4 agonist	p97 ATPase inh	S1P4 antagonist	eIF4E 4G PPI	NPY-Y2 PAM-ag	NPY1 pot ag	NPY-Y1 antag	PGE2 EP2 inh
26	CCNS(=O)(=O)c1cccc(C(=O)c2c(C)cc3ccccn23)c1	-42.6	1.1	3.2	-3.7	1.5	2.3	-14.3	2.4	15.2
14	Cc1ccc(C2Oc3ccccc3C3=C2C(c2cccs2)n2ncnc2N3)cc1 (configuration not stated)	9.0	0.4	6.2	10.0	0.2	11.1	-6.0	6.0	5.0

# (cont.)
nr	mol	EP2 mod	S1P4 agonist	p97 ATPase inh	S1P4 antagonist	eIF4E 4G PPI	NPY-Y2 PAM-ag	NPY1 pot ag	NPY-Y1 antag	PGE2 EP2 inh
31	Cc1ccc2nc3c(cc2c1)c(NC(=O)c1ccco1)nn3CC(C)C	-1.4	3.3	-1.8	-14.6	-0.1	9.2	8.7	nt	14.8
32	Nc1nc2c(C(=O)N3CCOCC3)nnn2c2ccccc12	12.4	-1.3	2.3	-9.8	4.7	-17.0	12.0	nt	13.2
33	CCN(Cc1ccccc1)C(=O)Cn1c(=O)n(-c2ccc(OC)cc2OC)c(=O)c2c(C)c(C)sc21	38.4	-0.5	3.9	-8.9	-1.0	7.1	10.2	1.7	8.0
34	CC(=O)Nc1ccc(S(=O)(=O)Nc2nc3ccccc3nc2Nc2ccccc2)cc1	-11.2	0.1	2.2	-17.0	3.5	14.9	14.7	-3.4	5.3
35	CCCCN(CC)CCNC(=O)c1[nH]c(C)c(C(C)=O)c1C	8.3	-0.5	4.5	7.7	-0.9	8.0	8.5	-2.9	12.5
36	C(=N\c1c(-c2ccccc2)nc2n1CCS2)/c1ccccc1	-51.2	-1.2	1.3	4.6	3.5[fluorescence artefact?]	-3.0	9.1	3.7	4.4
37	Cc1onc(-c2c(F)cccc2Cl)c1C(=O)NCc1ccccn1	13.9	-0.8	-1.1	5.9	2.4	-4.9	0.0	5.7	13.6
38	CN(c1ccccc1)S(=O)(=O)c1ccc(C(=O)NCc2ccccn2)cc1	-5.1	2.4	-1.1	-16.8	1.2	-5.3	-16.9	0.2	9.7
39	C=CCn1c(N)c(C(=O)N2CCOCC2)sc1=S	12.8	-0.3	5.1	6.1	0.4	5.7	13.3	1.0	5.2
40	CCOC1OC(=O)C(Cl)=C1Nc1cc(C)ccc1C (configuration not stated)	10.2	1.2	-2.8	-7.3	2.0	1.4	-5.7	3.8	5.4
41	CN(C)S(=O)(=O)N(CC(=O)NCCSCc1ccc(Cl)cc1)c1ccccc1	10.9	-0.1	-2.9	-7.3	1.1	-9.9	16.0	1.4	3.4
42	CCCCN(C(=O)CSc1nnc(-c2ccccc2OC)n1C)c1c(N)n(Cc2ccccc2)c(=O)[nH]c1=O	3.2	-0.1	-4.3	1.5	1.2	3.9	5.4	0.8	3.6
43	COc1ccc(CNc2ccc3c(c2)nc(C)n3C)cc1	-44.5	1.9	-2.5	-9.9	-1.2	11.8	8.3	0.2	17.2
44	COC(=O)c1sc(N)c(C(=O)OC)c1COC(=O)c1c(C)noc1C	15.5	0.8	4.1	-9.7	3.1[fluorescence artefact?]	13.1	7.1	-0.3	4.6
45	Cc1ccccc1OCC(=O)OCC(=O)Nc1cc(C(F)(F)F)ccc1N1CCOCC1	9.9	1.5	-10.6	-5.0	1.9	-1.9	-1.2	8.2	6.9
46	O=c1/c(=C\c2ccc(O)cc2)sc2nc(-c3ccccc3)c(-c3ccccc3)n12	23.4	-0.2	1.0	4.3	-3.6	0.5	-7.3	nt	7.7
47	Cc1ccc(OCC(=O)N/N=C2\CCOc3c(C)cccc32)cc1	-6.0	1.0	3.4	13.2	3.6[fluorescence artefact?]	-24.1	-3.9	13.8	3.3
48	CCOC(=O)Cn1nnc2c(sc3nc4c(c(-c5ccccc5)c32)CCC4)c1=O	13.1	0.2	-1.9	-5.1	1.6	-8.4	-2.0	7.5	11.1
49	CC1Cc2ccccc2N1C(=O)CSc1nc2c(c(=O)n(C)c(=O)n2C)n1Cc1ccccc1 (configuration not stated)	48.6	2.1	-1.6	-1.5	-7.7	3.4	-26.4	-0.9	9.8
50	Cc1ccccc1NC(=O)Cc1nnc(SCC(=O)Nc2ccccc2)n1C	32.1	0.4	-0.5	13.0	-0.1	-17.3	8.3	1.6	6.5
51	Cc1nc(C#N)c(NCc2ccc3c(c2)OCO3)o1	-3.4	0.2	-5.5	-19.6	-9.8[fluorescence artefact?]	-27.1	-17.9	2.9	16.1
52	CCOC(=O)c1ccccc1NC(=O)/C(C)=C/C(=O)O	6.5	-1.0	-1.4	8.2	2.3	8.6	-4.6	5.9	3.9
53	C=CCc1cccc(/C=N/NC(=O)c2ccccc2Br)c1O	5.7	0.0	7.2	-9.4	4.7	-21.6	1.3	-4.6	6.5
54	O=S(=O)(Cc1ccccc1)N1CCCCCC1	20.9	0.3	-2.6	-10.9	-0.5	5.5	-11.7	-0.1	7.0
55	CCCC(=O)Nc1sc2c(c1C(=O)Nc1ccccn1)CCCC2	43.9	-0.3	0.6	15.2	0.9	1.1	-2.3	12.5	9.2
56	Cc1ccc(-c2cnc(-c3ccncc3)o2)cc1	19.9	2.5	-1.9	-12.0	-18.4	8.8	-13.2	3.4	2.3
57	CCOC(=O)c1nnc(-c2ccc(C)cc2)nc1Oc1ccccc1Cl	36.6	0.1	2.3	-19.9	0.1	-4.2	4.0	-3.7	12.6
58	O=C(COC(=O)Cc1ccc(S(=O)(=O)N2CCCCC2)s1)Nc1ccc2c(c1)OCO2	17.4	1.2	3.4	7.2	-13.5	-0.2	-22.9	-1.4	13.0
59	CC1CCCN(S(=O)(=O)c2ccc(Br)s2)C1 (configuration not stated)	31.2	1.0	2.9	4.5	0.0	1.1	-10.8	13.1	7.9
60	COC(=O)C(Cc1ccccc1)NC(=O)CSc1nc(C)cc(=O)[nH]1 (configuration not stated)	28.7&11.1	-0.9	2.6	-11.6	3.3	-4.1	8.0	5.4	5.0&8.1
61	CC(C)=CC(=O)NCCc1ccccc1	-2.2	0.6	-5.2	-8.0	1.5[fluorescence artefact?]	-11.8	-1.2	8.4	8.7

# The list is partial, so the mix of outcomes need not match the whole.
